ERK EGF inh = EGF-driven ERK pathway inhibition | 130,000 compounds, 0.41% hits | HEK293-V1b, EGF-stimulated phospho-ERK AlphaScreen | Potency, µM (titrated, usually from 11.5 µM), inactives show at the top dose activity change, negative = inhibition, hits mostly inhibitors; active means well fitted inhibition curve with a large enough effect; inconclusive means small, poorly fitted or top-dose-only effect, or effect the other way;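 further: plate controls were stimulated vehicle wells for no effect and unstimulated vehicle basal for full effect; nearly all actives have a fitted effect of over 55% in size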
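EGF-stimulated (25 nM, 5 min) phospho-ERK in HEK293 cells stably expressing V1b, cells pretreated 30 min with compound at 37C. Homogeneous AlphaScreen read on lysates.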
Starred values were filed as active, the others as inactive; ? = inconclusive; [ ] = remark or other dose. Potency means the concentration at half of the fitted maximal effect. An excerpt; count on the stated rates, not on these rows.

canonical_smiles,ERK EGF inh
Cc1ccccc1N(C(=O)c1csnn1)C(C(=O)NC(C)(C)C)c1ccncc1 (stereo not drawn),-1%
O=C(Nc1nnc(-c2ccccc2)o1)c1cccc(N2C(=O)CCC2=O)c1,-1%
NC(=O)c1ccccc1NC(=O)Nc1cccc2ccccc12,-6%
CC(C)C(=O)Nc1ccc(-c2ccc3nncn3n2)cc1,-6%
CCc1ccc(-c2ccc(SCc3ccccn3)nn2)cc1,2%
Nc1c(C(=O)O)sc2nc(-c3ccccc3)c3c(c12)CCCC3,6%
CC(C)(C)OC(=O)NCCCCC1=CC2=CC(=O)C(C)(OC(=O)C3CCCC3)C(=O)C2=CO1 (stereo not drawn),-4%
COCCCNC(=O)c1cc2cc([N+](=O)[O-])cc(OC)c2oc1=O,-3%
Cc1ccc(S(=O)(=O)CC(CN2CCCCC2)N2CCCCC2)cc1 (stereo not drawn),37%
COc1cc2c(cc1OC)C(C)N(C(=O)c1sc(-c3cnccn3)nc1C)CC2 (stereo not drawn),13%[57.5 µM]
O=C(NCCc1ccccc1)Nc1cccc(Cl)c1,-4%
O=C(c1ccco1)N1CCN(C(=O)c2[nH]ncc2[N+](=O)[O-])CC1,0%
Nc1ccc2nn(-c3ccccc3)nc2c1,9%
Cc1cc(C)nc(SCc2cnc(C)nc2N)n1,-7%
COC(=O)NCC(c1ccco1)N1CCN(c2ccccc2)CC1 (stereo not drawn),3%
CN(c1ccccc1C(=O)NC1CCCCC1)S(=O)(=O)c1ccccc1,8%
Cc1nc(C(F)(F)F)nc(Nc2ccc(N=Nc3ccccc3)cc2)c1C#N,1%
COc1ccc(/C=C/C(=O)c2cccs2)c(OC)c1,-9%
Cn1cc(C(F)(F)F)nc1-c1ccc(OC[C@@H](O)CNCCOc2ccc(O)c(C(N)=O)c2)cc1,-3%
O=C(Nc1ccncc1)c1cc(-c2ccccn2)nc2ccc(Br)cc12,-9%
COc1ccc(Cl)cc1NC(=O)C(C)N1CCc2ccccc21 (stereo not drawn),7%
C/C(CC(=O)Nc1cccnc1)=N/NC(=O)COc1ccc(Cl)cc1Br,0%[57.5 µM]
CCC(C)NC(=O)CN(C1CCCCC1)S(C)(=O)=O (stereo not drawn),0%
CCOc1ccc(N2CC(C(=O)NC3=NCCS3)CC2=O)cc1 (stereo not drawn),2%
Cc1cc2ccccn2c1C(=O)c1nc(NCc2ccccc2)ncc1Cl,0%
Cc1ccnn1CC(=O)N/N=C/c1ccc([N+](=O)[O-])s1,2%[57.5 µM]
Clc1ccc(N2COC3c4cccc5cccc(c45)C32)cc1 (stereo not drawn),-5%
S=c1[nH]c(-c2ccccc2)cn1/N=C/c1ccccc1Br,7%
Cc1ccc(CN(C(=O)c2csnn2)C(C(=O)NC2CCCC2)c2ccc(C)o2)cc1 (stereo not drawn),3%
Cc1ccc(S(=O)(=O)N(CC(=O)N2CCCC2)C2CCCCC2)cc1,2%

Reprinted from the part before: 7 entries, then new ones.
canonical_smiles,ERK EGF inh
CCOc1ccc(N2CC(C(=O)NC3=NCCS3)CC2=O)cc1 (stereo not drawn),2%
Cc1cc2ccccn2c1C(=O)c1nc(NCc2ccccc2)ncc1Cl,0%
Cc1ccnn1CC(=O)N/N=C/c1ccc([N+](=O)[O-])s1,2%[57.5 µM]
Clc1ccc(N2COC3c4cccc5cccc(c45)C32)cc1 (stereo not drawn),-5%
S=c1[nH]c(-c2ccccc2)cn1/N=C/c1ccccc1Br,7%
Cc1ccc(CN(C(=O)c2csnn2)C(C(=O)NC2CCCC2)c2ccc(C)o2)cc1 (stereo not drawn),3%
Cc1ccc(S(=O)(=O)N(CC(=O)N2CCCC2)C2CCCCC2)cc1,2%
COc1ccc(/C=C(/CC(=O)Nc2ccccc2)c2nc3ccccc3s2)cc1,-5%
O=C(NNS(=O)(=O)Cc1ccccc1)c1ccc([N+](=O)[O-])cc1,7%[57.5 µM]
COc1ccc(-c2c(=O)n(OCc3nc4ccccc4[nH]3)c3ccccc3[n+]2[O-])cc1,5%[57.5 µM]
NC(=O)Cn1c(=O)n(-c2ccccc2)c(=O)c2oc3ccccc3c21,-2%
CCOC(=O)C1(CCOc2ccccc2)CCN(Cc2ccc3c(c2)OCCO3)CC1,?
CC(/C=N/NC(=S)Nc1cccc(S(=O)(=O)N(C)C)c1)c1ccccc1 (stereo not drawn),7%
O=C(CSc1nc2nc(-c3cccs3)cc(C(F)(F)F)c2c(=O)[nH]1)Nc1c(F)c(F)c(F)c(F)c1F,5%
Cn1c(=O)c(=O)n(C)c2cc(S(=O)(=O)NCCN3CCN(c4ccccc4F)CC3)ccc21,2%[57.5 µM]
CC1CN(S(=O)(=O)N2CCOCC2)CCN1S(=O)(=O)N1CCOCC1 (stereo not drawn),-4%
COC(=O)CNC(=O)c1cccc(Cl)c1,-3%
Nc1ccc2c(c1)Nc1ccccc1CC2,-7%
O=C(Nc1cccc(F)c1)N1CCC2(CC1)CCN(C(=O)c1ccco1)CC2,9%
CN1C=C/C(=C\c2cc[n+](C)c3ccccc23)c2ccccc21,3%
CCN1CCN(c2ccc(N=Cc3ccccc3O)cc2)CC1,-2%
CC(C)(CO)NCC(=O)Nc1cc(C(F)(F)F)cc(NC(=O)CNC(C)(C)CO)c1Cl,-4%
CCN(CC)S(=O)(=O)c1ccc(Cl)c(C(=O)OCC(=O)c2c(N)n(C)c(=O)n(C)c2=O)c1,-5%[57.5 µM]
CCOC(=O)CNC(=O)CSc1ccc2nnc(-c3cccnc3)n2n1,-7%
COc1ccc(CCN(C)C(=O)CCc2nnc(-c3ccccc3)o2)cc1OC,-6%
CCOc1cccc(CNc2ccc(O)cc2)c1OCc1ccccc1Cl,-2%
Cc1ccc2nc(-c3ccc4c(c3)NC(=O)CO4)cn2c1,5%[57.5 µM]
Cc1ccc(NC(=O)CN2C(=O)S/C(=C/c3ccc(-c4cccc(C(=O)O)c4)o3)C2=O)cc1,-6%
CC1CN(C2=CC(=O)CCC2)CC(C)O1 (stereo not drawn),-5%
Nc1ccc(Cl)c[n+]1Cc1cccc2cccnc12,0%[57.5 µM]
Cc1oc2cc(OC(=O)c3ccco3)ccc2c(=O)c1-c1nc2ccccc2n1C,1%
O=[N+]([O-])c1ccccc1/C=C/C=N/Nc1nc(N2CCCCC2)nc(N2CCCCC2)n1,-9%
COC(=O)c1ccc(NC(=S)NNC(=O)c2ccccc2)cc1,-2%
S=C(NCCc1c[nH]c2ccccc12)NC1CC1,?
O=C(O)Cc1ccc(NC(=O)c2cccc(NC(=O)c3ccco3)c2)cc1,1%[57.5 µM]
CC1(C)CCSC(/C=C/c2ccccc2)=N1,13%[57.5 µM]
CN1[C@H](CC(=O)c2ccccc2)CCC[C@H]1C[C@H](O)c1ccccc1,-7%

4 entries out of the list above, ordered by the value under ERK EGF inh, smallest number first.
canonical_smiles,ERK EGF inh
CC1CN(S(=O)(=O)N2CCOCC2)CCN1S(=O)(=O)N1CCOCC1 (stereo not drawn),-4%
O=C(Nc1nnc(-c2ccccc2)o1)c1cccc(N2C(=O)CCC2=O)c1,-1%
Cc1nc(C(F)(F)F)nc(Nc2ccc(N=Nc3ccccc3)cc2)c1C#N,1%
Nc1ccc2nn(-c3ccccc3)nc2c1,9%

Looked up one by one from above (two):
canonical_smiles,ERK EGF inh
COc1ccc(/C=C(/CC(=O)Nc2ccccc2)c2nc3ccccc3s2)cc1,-5%
Cn1c(=O)c(=O)n(C)c2cc(S(=O)(=O)NCCN3CCN(c4ccccc4F)CC3)ccc21,2%[57.5 µM]

Next section:
canonical_smiles,ERK EGF inh
CCN(CC)S(=O)(=O)c1cnccc1N1CCN(c2cccc(Cl)c2)CC1,-5%
O=C(NCCO)C(=O)c1c(-c2ccccc2)cc2ccccn12,2%
Cc1cnc(SCc2ccc(Cl)cc2Cl)[nH]c1=O,-2%[57.5 µM]
OC(c1ccccn1)C1CCN(Cc2nc(C(c3ccccc3)c3ccccc3)no2)CC1 (stereo not drawn),3%
Cc1ccc(NS(=O)(=O)c2ccc(OCC(=O)NCC3CCCO3)cc2)cc1 (stereo not drawn),-5%
CC1CCCc2sc3ncn(N)c(=N)c3c21 (stereo not drawn),-5%[57.5 µM]
CCOC(=O)Cc1csc(NC(=O)CSc2nnc(C(C)C)n2CC)n1,-1%
COc1cc2[nH]c(=O)n(CCC(=O)N3CCN(c4cc(Cl)ccc4C)CC3)c(=O)c2cc1OC,4%
COC(=O)CCCC1=CC2=CC(=O)C(C)(OC(=O)c3cccs3)C(=O)C2=CN1C1CCCC1 (stereo not drawn),0%[57.5 µM]
CC(=O)OCC(OC(C)=O)C(OC(C)=O)C(OC(C)=O)C(=O)Nc1cccc(C)c1 (stereo not drawn),?
CC(=O)Nc1nonc1C(=O)N1CCC(C)CC1,-11%
Fc1ccc(-c2nc(-c3cccs3)[nH]c2-c2ccc(F)cc2)cc1,3%
O=C(Cn1cc(C(=O)C2CC2)c2ccccc21)NCc1ccccc1,4%
N#C/C(=C(/O)COC(=O)c1cccnc1Cl)c1nc2ccccc2[nH]1,9%
COc1ccccc1C(=O)C1CCCN(C(=O)c2cccnc2SC)C1 (stereo not drawn),-3%
COc1ccc(C(CC(=O)c2ccccc2)CC(=O)c2ccccc2)cc1,22%[57.5 µM]
CCOc1ccc(-c2cc(CCCC(=O)NCCC(C)C)no2)cc1,-2%
C=C(C)C1CC=C(C)/C(=N/NC(=O)COc2ccc(C)cc2)C1 (stereo not drawn),2%
Cc1ccc(C(C(=O)NC2CCCC2)N(C(=O)CCC(=O)Nc2cc(C)on2)c2ccccc2)cc1 (stereo not drawn),-10%
O=C(CCc1ccccc1)N/N=C/c1cccc([N+](=O)[O-])c1,9%
O=C(NCc1cccc(F)c1)c1ccc(N2C(=O)Cn3c(cc4sccc43)C2=O)cc1,-7%
Cn1ncc(SCc2ccccc2)c(Cl)c1=O,-9%[57.5 µM]
CCc1ccccc1NC(=O)Nc1ccc(F)cc1,-9%
NC(=O)C1CCN(C(=O)CNC(=O)c2ccccc2)CC1,1%
Cc1ccc(C(=O)NC(=S)NNS(=O)(=O)c2ccc(C)cc2)cc1,7%
Cc1ccc(NC(=O)Nc2nnc(Cc3ccc([N+](=O)[O-])cc3)s2)cc1,8%
CNC(=O)/C(C#N)=C/c1ccc(-c2ccccc2[N+](=O)[O-])o1,-8%
CC(=O)NS(=O)(=O)c1ccc(NC(=S)NC(=O)Cc2ccccc2)cc1,6%
CCCNC(=O)CN(c1cccc(F)c1)S(C)(=O)=O,1%
O=C(O)c1cccc(NC(=S)NCc2ccccc2)c1,-2%

Going on with the list:
canonical_smiles,ERK EGF inh
CC(C)(C)n1nnnc1C(c1ccc(F)cc1)N1CCC(C(N)=O)CC1 (stereo not drawn),-1%
Cc1cccc(NC(=S)NC(=O)/C=C/c2ccccc2)n1,-10%
Cc1cc(CNC(=O)COc2ccc(F)cc2)c2ccccc2n1,-12%
CC1Cc2ccccc2N1C(=O)CNc1cccc(S(=O)(=O)N2CCCC2)c1 (stereo not drawn),-3%
CCOC(=O)C1=NNC(C(=O)c2ccc(C)cc2)C1c1ccc(C)cc1 (stereo not drawn),5%
Cc1cccc(C)c1NC(=O)CN1C(=O)N(C)Cc2ccccc21,0%
O=C(Cn1cc(C(F)(F)F)ccc1=O)N/N=C/c1ccc(O)cc1,9%[57.5 µM]
O=C(Cc1ccccc1)Nc1ccc2c(c1)CCC2,-1%
O=C(Cc1nc(-c2cnccn2)no1)NNC(=O)Nc1ccccc1,17%[57.5 µM]
COC(=O)C(=C/C=C/c1cccnc1)C(=O)OC,-1%
NS(=O)(=O)c1cccc(NC(=O)CSc2ncnc3ccccc23)c1,-8%[57.5 µM]
COC(=O)[C@@]1(Cc2ccc(OC)cc2)[C@H]2c3cc(C(=O)N4CCCC4)n(CCc4ccc(O)c(O)c4)c3C[C@H]2CN1C(=O)c1ccccc1,11%
CCOC(=O)C1CCN(Cc2nnnn2CCc2ccccc2)CC1,-15%
O=C(Nc1cccc(NC(=O)c2sc3ccccc3c2Cl)c1)c1ccco1,2%
CCOc1ccccc1NC(=S)N1CCN(c2nc(-c3cccc(OC)c3)cs2)CC1,-2%
Cn1cc(/C=C/C(=O)N2CCCC(C(=O)c3cccc4ccccc34)C2)cn1 (stereo not drawn),-3%[57.5 µM]
Cc1nn(CCC(N)=O)c2nc(-c3cccs3)cc(C(F)(F)F)c12,7%
CCN(CC)S(=O)(=O)c1ccc2c(c1)N(CC(=O)N(CCc1ccncc1)C(C)C)C(=O)CO2,-7%
O=C(CN1CCN(c2ccccc2F)CC1)Nc1ccc2c(c1)CCC2,1%
CC[n+]1c(/C=C/c2ccc(N(C)C)cc2)ccc2ccccc21,3%
Cc1nn(C)c(C(=O)NNC(=S)NCc2ccco2)c1Br,-1%[57.5 µM]
O=C(CC12CC3CC(CC(C3)C1)C2)N/N=C\c1ccc[nH]1,1%
COc1ccccc1NC(=O)c1ccc(NC(=O)CN2CCCC2)cc1,-11%
Cc1nn(-c2ncc(C(F)(F)F)cc2Cl)c(=O)n1-c1ccccc1F,7%
CC(=O)Nc1nc(C)cs1,-2%
Cc1ccc2nc(N3C(=O)C(O)=C(C(=O)c4ccc(C)o4)C3c3cccc(O)c3)sc2c1 (stereo not drawn),-6%
CCOC(=O)c1cnc(-c2ccccc2)nc1Oc1ccc(OC)cc1,-10%
COc1ccccc1NC(=O)CSc1nnc(CCNC(=O)c2ccc(C)cc2)n1C,?

High-throughput results from PubChem.
